# SUMO Mot1 rescue = inhibitors of SUMOylation pathway: yeast Mot1-301 growth rescue; AID 2716; S. cerevisiae Mot1-301 growth rescue, ATP luminescence, 38.5C; percent above DMSO median, 100 means doubled; 320,000 tested, 1% active; growth rescue, % at 18.8 µM;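 active = every valid replicate shows activation above 250% relative to neutral control wells; inactive = the rest, any valid replicate at or below 250%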;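 also: OY570 slx delta 5 strain wells were the positive control but not used for scaling; some compounds called inactive have numbers as strong as hits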
# PKA-R2B activ = PKA-R2B complex activation; PKA-R2B holoenzyme dissociation, Cy5-IP20 fluorescence polarization; R2B truncated from residue 108, S112A mutant; 0% DMSO only, 100% 113 µM cGMP; 340,000 tested, 0.079% active; activation, % at 11.4 µM; AID 504700;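 active = activation above a cutoff set at the mean over all compounds plus 3 SD, cut at about 18% in these data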;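 also: higher means more holoenzyme dissociation and a rise in polarization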
# PKA-R1A activ = activators of PKA-R1A complex | PKA-R1A dissociation, Cy5-IP20 fluorescence polarization; scaled: DMSO 0%, 113 µM cGMP 100% | activation, % at 11.4 µM | 340,000 tested, 0.083% active;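 active = percent activation above the mean of all tested compounds plus 3 SD, cut at about 19% in these data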;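 also: higher means more PKAc released from R1A so a rise in polarization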
# DSG3 Ab inh = blocks pemphigus antibody binding to human desmoglein-3. P32926. DSG3-coupled beads, scFv-anti-DSG3-GFP binding, flow cytometry; hits give low values. binding (percent of control), % at 10 µM. 310,000 tested, 0.48% active;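 active = binding more than 3 SD below its plate's average and above zero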;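 also: hits lower antibody fragment binding to DSG3; some compounds called inactive have numbers as strong as hits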
# NSD2 HMT inh = NSD2 (human) methyltransferase inhibition. O96028. NSD2 peptide methylation, AlphaScreen, 120 min. inhibition, % at 12.5 µM. 310,000 tested, 0.54% active; in the data active = inhibition above about 50%
# SR-BI DiI inh = inhibitors of mouse SR-BI mediated HDL lipid uptake; Q61009; ldlA[mSR-BI] CHO cells, DiI-HDL uptake fluorescence, 3 h; inhibition, % at 12.5 µM; AID 488896; 320,000 tested, 0.96% active;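 active = mean replicate inhibition of at least 70% and a set share of replicates each scoring 70 or more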;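 also: 0% = median of neutral control wells and 100% = median of positive control wells; values of inactives mirror those of a sister screen read the other way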
# SR-BI DiI-HDL act = enhances SR-BI lipid uptake from DiI-HDL | 320,000 tested, 0.096% active | CHO ldlA[mSR-BI] cells, DiI-HDL uptake fluorescence, 3 h; 100 = double the neutral-control signal | activation, % at 12.5 µM;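 active = mean replicate activation of at least 60% and every replicate at or above 60%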;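 also: 0% = median plate neutral-control signal and 100% = twice that signal; values of inactives mirror those of a sister screen read the other way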
#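 Test system: SR-BI-overexpressing, LDLR-lacking CHO cells; Medium: Ham's F12 with 0.5% BSA, HEPES 25 mM, pH 7.4; Schedule: 3 h, 37 °C; Technique: bottom-read fluorescence, 550/595 nm.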
# CDK5 p35 inh = CDK5/p35 (human) kinase inhibition. Q00535+Q15078. Recombinant CDK5/p35, ADP-Glo luminescence, 60 min. inhibition, % at 10 µM. 330,000 tested, 0.01% active. AID 488839;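 active = highest replicate inhibition of at least 50% and at least 75% of replicates reaching 50%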;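 also: plate controls were DMSO neutral control for no effect and GW8510 at 10 µM for full effect; many of its hits are not listed in these tables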
# MITF act = activators of MITF-driven TRPM1 promoter activity in SK-MEL-5 cells; AID 588334; 300,000 tested, 0.75% active; SK-MEL-5 TRPM1-promoter luciferase, 24 h; % of positive control, neutral wells = 0; activation, % at 12.5 µM;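 active = mean activation of at least 80% with every replicate also reaching 80%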;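 also: 0% = neutral control wells and 100% = parthenolide positive control wells; values of inactives mirror those of a sister screen read the other way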
# dFosB activator = enhances mouse delta FosB homodimer DNA binding. P13346. purified delta FosB, TAMRA-CDK5 oligo fluorescence polarization; percent of positive-control signal above neutral wells. activation, % at 25 µM. 340,000 tested, 0.99% active;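 active = mean activation above about 17%, with every replicate also reaching it, limit read from the data, passing the limit was not always enough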;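 also: fluorescence polarization rise as delta FosB binds a TAMRA Cdk5 AP-1 oligo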
# Arr AP2 block = human beta-arrestin and AP2 interaction inhibition. 340,000 tested, 0.31% active. FITC-arrestin peptide / GST-AP2 beads, flow cytometry; AP2 beta2 appendage carries R879A mutation. AID 504490. inhibition, % at 10 µM;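 active = inhibition above a set limit, near 3 SD of compounds lacking own fluorescence, cut at about 54% in these data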;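 also: plate controls were DMSO wells for no effect and 5 µM unlabelled arrestin peptide for full effect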
#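 Test system: GST-tagged AP2 beta2-adaptin appendage (R879A) on 4 µm glutathione beads; also added: fluorescein-tagged arrestin peptide at 50 nM final; timing: 12 min plus 1 h, RT; signal: flow cytometry, FL1 (488/535 nm); read-out: percent drop in bead-associated FITC signal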
# Active calls of the source: *; . = no result given; + = active, no number.
SMILES,SUMO Mot1 rescue,PKA-R2B activ,PKA-R1A activ,DSG3 Ab inh,NSD2 HMT inh,SR-BI DiI inh,SR-BI DiI-HDL act,CDK5 p35 inh,MITF act,dFosB activator,Arr AP2 block
Cc1cccc(N2C(N)=C(C#N)C(C#N)(C#N)C2c2ccccc2)c1 (centres undefined),-6,-6,-9,108,28,34,-34,0.0,.,-2,-3
Cn1cnnc1SCC(=O)NC(=O)NC1CCCC1,5,8,-4,122,-2,-28,28,2.3,-1,-1,2
O=C(NCCCN1CCCC1=O)c1ccc2c(c1)ncn2C1CCCCC1,2,2,13,96,.,-4,13,2.3,.,-7,8
O=C(NNS(=O)(=O)c1ccc(F)c(Cl)c1)c1cccc(S(=O)(=O)N2CCOCC2)c1,59,0,-6,103,0,-8,8,0.3,-9,14,-4
CCN(CC)c1ccc(/C=N/OC(C)C(=O)Nc2ccc(C)cc2)cc1 (centres undefined),2,-18,-17,106,-2,-22,22,-1.2,-3,4,6
CCC1Oc2ccccc2N(CC(=O)NCCCN2CCCC2)C1=O (centres undefined),-4,4,-2,100,17,-16,16,-1.6,-4,-5,3
COc1ccc(N(C(=O)/C=C/c2ccc(OC)c(OC)c2)C2=CC3CCC(C2)N3C)cc1 (centres undefined),-22,-10,9,84,0,20,-20,0.6,1,1,3
Cn1cc(C=C2C(=O)OC3(CCCCC3)OC2=O)c2ccccc21,11,-8,-23,100,22,-30,30,2.3,.,-14,17
Cc1cc(C(=O)CSc2nnnn2-c2ccccc2)c(C)n1-c1ccc2c(c1)OCO2,-5,-12,-5,99,0,-3,3,-0.6,0,4,-3
CN1CCN(NC(=O)c2cccc(S(=O)(=O)N3CCCCCC3)c2)CC1,-2,1,-1,89,0,.,.,-0.6,2,-8,1
CCOc1ccc(NC(=O)CSc2nnc(NC(=O)C3CC3)s2)cc1,-11,-4,-5,.,.,.,.,1.3,2,4,6
O=C(O)c1ccccc1Nc1ccc2nonc2c1[N+](=O)[O-],.,4,2,99,-1,-2,2,1.7,2,0,7
CCc1cc2c(=O)n(-c3ccccc3)c(SCC(=O)O)nc2s1,-10,-1,7,119,3,-14,14,1.9,.,7,1
Cc1cc(C)c(C)c(OCC(=O)NCc2nc(-c3ccccc3)no2)c1,-16,-6,-5,.,0,.,.,0.8,19,-8,-5
CCn1c(Cc2ccccc2)nnc1SCC(=O)Nc1ccc(N)cc1,93,7,-4,100,-1,10,-10,0.6,4,5,3
CC(=O)N/C(=C/c1ccccc1)C(=O)NCCO,-14,-2,2,95,.,-29,29,1.8,2,-6,6
CCc1ccc(NC(=O)C2CCCN2S(=O)(=O)c2ccc3c(c2)n(C)c(=O)c(=O)n3C)cc1 (centres undefined),8,6,-10,98,2,16,-16,2.0,-5,-2,-19
COc1ccc(-c2nc3ccc(C)cn3c2NCc2ccccc2)cc1SC1CCCCC1,185,-1,-18,115,.,19,-19,-6.4,10,-9,-4
N=c1c2c(-c3ccccc3)c(-c3ccccc3)n(Cc3ccco3)c2ncn1CCCN1CCOCC1,67,-9,-3,112,22,-42,42,-0.3,1,-6,-15
CC(/C=N/NC(=O)c1cc(-c2ccccc2)nc2ccccc12)=C\c1ccco1,-1,-1,6,100,-2,47,-47,0.1,-24,-7,-1
Cc1c(N)c(=O)n(-c2ccccc2)n1C,65,6,-2,112,.,-7,7,0.8,3,3,-2
CCC(OC(=O)c1cccs1)C(=O)NCc1ccc(C)cc1 (centres undefined),14,6,3,102,-3,-7,7,-2.6,-4,-1,-5
COc1ccccc1NC(=O)N1CCN(c2ccccc2F)CC1,81,-2,-11,105,-7,23,-23,1.2,-4,-6,8
CN(C(=O)COC(=O)Cc1c(Cl)cccc1Cl)c1c(N)n(Cc2ccccc2)c(=O)[nH]c1=O,-3,-5,2,100,-3,6,-6,0.4,0,9,-8
COc1ccc(N2CC(O)=C(c3nc4ccccc4s3)C2=N)cc1,73,-1,3,101,.,16,-16,1.2,17,4,2
COc1ccc(N2C(=O)CC(N3CCN(c4ccccc4OC)CC3)C2=O)cc1 (centres undefined),-5,0,-1,103,1,1,-1,-0.6,-1,-6,0
O=C(NNC(=O)c1ccncc1)Nc1ccc(Br)cc1,.,2,-6,118,2,-12,12,0.2,31,-1,-1
CC(C)C(=O)NC(c1ccco1)c1c(O)ccc2ccccc12 (centres undefined),15,4,6,102,11,4,-4,0.0,6,-7,4
CC(C)Oc1ccc(C(=O)NC2CCN(Cc3ccccc3)CC2)cc1,7,-9,-13,112,4,0,0,-0.4,19,2,-8
O=C(NC(=O)c1c(F)cccc1F)Nc1ccccc1SC(F)F,42,6,0,112,-2,.,.,0.5,9,-3,4

# Arranged by the number under SR-BI DiI-HDL act (low to high): three of the compounds above.
Compound,SR-BI DiI-HDL act
COc1ccc(N2C(=O)CC(N3CCN(c4ccccc4OC)CC3)C2=O)cc1 (centres undefined),-1
Cc1c(N)c(=O)n(-c2ccccc2)n1C,7
O=C(NNC(=O)c1ccncc1)Nc1ccc(Br)cc1,12

# Other results
SMILES,SUMO Mot1 rescue,PKA-R2B activ,PKA-R1A activ,DSG3 Ab inh,NSD2 HMT inh,SR-BI DiI inh,SR-BI DiI-HDL act,CDK5 p35 inh,MITF act,dFosB activator,Arr AP2 block
CCc1nnc(NC(=O)C2CCN(c3nc(C)cc(C)n3)CC2)s1,13,4,-4,105,-2,9,-9,-0.7,-7,-6,-2
O=C(NC1CC1)c1c[nH]c2ccc(S(=O)(=O)Nc3cccc(C(F)(F)F)c3)cc2c1=O,-11,-20,-1,110,-3,-11,11,-1.0,-12,-8,-8
O=C(NCCC1=CCCCC1)C1CCN(S(=O)(=O)c2cnc[nH]2)CC1,-8,9,5,104,.,4,-4,0.3,7,4,8
CNC(=O)COc1ncnc2sccc12,.,-3,-10,114,-1,2,-2,0.1,10,-3,5
Cc1ccccc1SCC(=O)NC1CCOC1=O (centres undefined),9,-6,-14,84,-1,-30,30,1.4,-5,-3,0
Cc1cccc(-n2c(C)cc(/C=N/O)c2C)c1,176,0,2,85,3,-11,11,0.9,-4,-10,1
Cc1cccc(C)c1NC(=O)CSc1nc(N2CCOCC2)nc(N2CCOCC2)n1,-6,5,-2,106,.,2,-2,-1.0,17,-3,3
O=C(CN1CCN(Cc2ccccc2)CC1)Nc1cccc(S(=O)(=O)N2CCCCCC2)c1,-17,5,-1,96,-3,-9,9,-0.4,-15,-13,1
[N-]=[N+]=NC1c2ccccc2C(=O)N1Cc1ccccc1 (centres undefined),8,4,4,89,5,-29,29,0.0,-1,-1,-6
CCCC(C)C(=O)Nc1ccc(C(N)=O)cc1 (centres undefined),9,-8,-5,102,-2,-20,20,-1.5,.,3,10
O=C(CN1CCCCC1)NNC(=O)c1ccc([N+](=O)[O-])cc1,11,-12,2,103,1,11,.,-1.7,-8,1,-21
CC(C)NC(=O)c1ccccc1NS(=O)(=O)c1ccc(Br)s1,.,-5,-6,93,-1,-15,15,-0.1,-12,3,-5
C=CCn1cc(C(=O)OC)c(=O)c2cc(S(=O)(=O)N3CCCCCC3)ccc21,-15,2,-7,105,-2,-14,14,-7.3,-3,-13,16
CCOC(=O)[C@H]1[C@H]2COc3cc(OC)ccc3[C@@H]2N2C(=O)N(c3cccc(Cl)c3)C(=O)[C@@]12C,449,-12,12,102,.,5,-5,0.5,-2,6,20
O=C1CC(=O)C(n2cncn2)C(c2ccc(Cl)cc2Cl)C1 (centres undefined),+,4,4,103,8,-4,4,1.9,.,-4,3
C=CCNC(=S)Nc1sc2c(c1C(=O)OCC)CCN(C(=O)OCC)C2,-3,7,-10,110,-9,27,-27,1.4,6,4,8
CN(C(=O)COC(=O)Cn1cnc2ccccc21)C1CCCCC1,-15,1,7,92,-2,-22,22,0.3,-4,-3,10
COc1ccc(N2CC(O)=C(c3nc(-c4ccc(Cl)cc4)cs3)C2=N)cc1,-25,-2,-9,100,1,44,-44,-3.0,1,6,10
O=[N+]([O-])c1ccc2nc(SCc3cn4ccccc4n3)[nH]c2c1,-9,1,-5,96,9,-9,9,.,6,5,-5
C[C@H](NC(=O)OC(C)(C)C)c1nnc(SCC(=O)Nc2ccc(Br)cc2)o1,-1,8,-3,96,1,69,-69,-0.8,-5,-2,-4

# Quoted from the listing.
# COc1ccc(N2CC(O)=C(c3nc(-c4ccc(Cl)cc4)cs3)C2=N)cc1 @ dFosB activator = 6
# O=[N+]([O-])c1ccc2nc(SCc3cn4ccccc4n3)[nH]c2c1 @ PKA-R2B activ = 1
# CCOC(=O)[C@H]1[C@H]2COc3cc(OC)ccc3[C@@H]2N2C(=O)N(c3cccc(Cl)c3)C(=O)[C@@]12C @ PKA-R2B activ = -12
# C[C@H](NC(=O)OC(C)(C)C)c1nnc(SCC(=O)Nc2ccc(Br)cc2)o1 @ PKA-R1A activ = -3

# (listing goes on)
SMILES,SUMO Mot1 rescue,PKA-R2B activ,PKA-R1A activ,DSG3 Ab inh,NSD2 HMT inh,SR-BI DiI inh,SR-BI DiI-HDL act,CDK5 p35 inh,MITF act,dFosB activator,Arr AP2 block
CS(=O)(=O)Nc1ccc(-c2ccc(/C=C3\SC(N)=NC3=O)o2)cc1,6,-2,-3,101,.,25,-25,5.2,-16,2,26
CCO[C@H]1OC(C(=O)NC2CC2)=C[C@@H](C)[C@@H]1CCCO,27,-18,-3,105,.,-10,10,0.5,2,-4,5
Cc1cccc(-c2nc3c(c(SCC(=O)N4CCOCC4)n2)CCCC3)c1,136,0,-1,114,6,8,-8,2.2,38,2,12
O=C(O)c1cnc(-c2ccccc2)nc1Oc1ccc(Cl)cc1,-9,-5,-3,99,-2,.,.,1.4,-10,-2,-12
COc1ccc2c(c1)NC1(O)c3ccccc3C(=O)C21O (centres undefined),-12,-4,-3,102,0,-9,9,-0.3,-4,-1,1
COc1ccc(-c2nn(-c3ccccc3)cc2/C=C/C(=O)N2CCOCC2)cc1OC,-15,-5,6,103,-2,37,-37,-1.2,6,-1,4
O=[N+]([O-])c1ccc(S(=O)(=O)c2ccccc2)nc1,169,-1,-2,92,.,11,-11,1.9,-93,4,7
COc1ccc(Br)cc1-c1noc(-c2ccncc2)n1,157,-10,-8,105,1,39,-39,0.8,.,-6,10
N#CC1(C(N)=O)OC12CCS(=O)(=O)c1ccccc12 (centres undefined),.,1,7,.,0,4,-4,-4.6,-4,0,1
Cc1ccccc1N1C(=O)c2ccccc2C1O (centres undefined),-20,-5,6,94,-2,-7,7,0.5,-6,-5,30
Cc1cccc(-c2nnc(NC(=O)c3cccs3)s2)c1,-9,-1,-7,102,.,-11,11,0.2,44,7,3

# Source: PubChem BioAssay
